Screens: PubChem BioAssay, several laboratories
VLA-4 inh: inhibition in human VLA-4 binding assay, primary screen, VLA-4 allosteric modulator project, MLPCN library, flow cytometry, VLA-4 expressing cells | hit rate 0.2% among 330,000 | inhibition, % (about 7 µM as worked out from the volumes in the protocol) | ligand binding flow cytometry; in the data active means inhibition above about 50%
LAP4 TOR yeast: modulators of LAP4-GFP expression in yeast, primary screen, S. cerevisiae, multiplex flow cytometry, MLPCN library; GFP response vs DMSO, % at 10 µM; hit rate 0.34% among 320,000; 3 h; median GFP as percent of DMSO wells;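 active means GFP response vs DMSO above a set limit, about the screen mean plus 3 SD, cut at about 150% in these data; inconclusive means under 70 cell events counted for the yeast strain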
RPL19A-GFP yeast: RPL19A-GFP expression modulators in yeast, primary screen, cell-based, S. cerevisiae, multiplex flow cytometry, MLPCN. S. cerevisiae RPL19A-GFP strain, 3 h; stronger effect = lower value. percent response vs DMSO, % at 10 µM. hit rate 0.3% among 330,000. AID 2025, 2009;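 active means percent response vs DMSO below 50%; inconclusive means fewer than 70 events counted for the yeast strain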;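 further: median channel GFP fluorescence of the barcoded RPL19A-GFP strain; ratio of sample median GFP to plate DMSO average so 100% = DMSO; lower means less RPL19A-GFP as with rapamycin TOR inhibition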
CIT2-GFP yeast: modulators of CIT2-GFP expression in yeast, primary screen, S. cerevisiae, GFP fusion, multiplex flow cytometry, MLPCN library. S. cerevisiae CIT2-GFP strain, 3 h; 100 means same as DMSO wells. GFP response vs DMSO, % at 10 µM. hit rate 0.065% among 320,000. AID 2029, 2009;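 active means GFP response relative to DMSO above a set limit, near the screen mean plus 3 SD, cut at about 150% in these data; inconclusive means Fewer than 70 cells measured for a yeast strain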;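 further: ratio of well median GFP fluorescence to mean of DMSO wells on the plate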
AGP1-GFP MLPCN: modulators of AGP1-GFP expression in yeast TOR pathway, primary screen, cell-based, multiplex flow cytometry, S. cerevisiae, MLPCN library. 3 h; GFP as percent of DMSO wells. GFP response vs DMSO, % at 10 µM. hit rate 0.02% among 320,000;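 active means GFP response relative to DMSO above a set limit, near screen average plus 3 SD, cut at about 150% in these data; inconclusive means fewer than 70 cells counted for the yeast strain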;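 further: median GFP channel fluorescence of the gated AGP1 strain per well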
MEP2-GFP yeast: modulators of MEP2-GFP levels in yeast, primary screen, S. cerevisiae, multiplex flow cytometry, MLPCN library; S. cerevisiae MEP2-GFP strain, 3 h; 100% = DMSO control level; GFP response vs DMSO, % at 10 µM; hit rate 0.51% among 330,000; AID 2016, 2009;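 active means GFP response versus DMSO above a set limit, roughly screen mean plus 3 SD, cut at about 180% in these data; inconclusive means fewer than 70 cells counted for a yeast strain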;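 further: median GFP fluorescence of the barcode-gated MEP2-GFP cells per well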
GASC-1 inh: inhibitors of GASC-1 histone demethylase, primary screen, biochemical, fluorescence, DELFIA europium; Lysine-specific demethylase 4C (Homo sapiens), Q9H3R0; GST-JMJD2C(1-420) H3K9me3 demethylation; inhibition, % at 2.35 µM; hit rate 0.069% among 330,000;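 active means more than half of a compound's replicate wells show inhibition beyond 50%, single wells judged on their own value; inconclusive means some, but no more than half, of replicates pass 50% inhibition; inactive means no replicate passes 50% inhibition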;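 further: signal counts dimethyl H3K9 product captured on neutravidin plate; 0% = median of DMSO wells and 100% = 0.3 times that DMSO median; strong numbers were not always called active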
Target sequence (Q9H3R0 1-420 limits assumed): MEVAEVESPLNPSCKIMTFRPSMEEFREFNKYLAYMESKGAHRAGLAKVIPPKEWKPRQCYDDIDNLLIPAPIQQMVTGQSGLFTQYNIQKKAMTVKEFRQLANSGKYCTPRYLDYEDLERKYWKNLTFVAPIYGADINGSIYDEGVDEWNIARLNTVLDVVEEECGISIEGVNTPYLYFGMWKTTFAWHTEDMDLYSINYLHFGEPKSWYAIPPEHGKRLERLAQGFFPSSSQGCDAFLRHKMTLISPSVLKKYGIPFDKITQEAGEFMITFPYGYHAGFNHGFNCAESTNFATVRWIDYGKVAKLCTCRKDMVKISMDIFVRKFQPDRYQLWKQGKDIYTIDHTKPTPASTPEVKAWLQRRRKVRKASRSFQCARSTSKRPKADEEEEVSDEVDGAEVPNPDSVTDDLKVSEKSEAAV
GRK2 inh: compounds blocking aptamer binding on GRK2 – biochemical, human GRK2, bead flow cytometry, HTS, primary screen; Beta-adrenergic receptor kinase 1 (Homo sapiens), P25098; FAM-aptamer displacement from GRK2; inhibition of aptamer binding, % at 10 µM; hit rate 0.59% among 330,000;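 active means inhibition of aptamer binding above 40%, roughly 3 SD of noise, on plates passing a quality check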;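 further: median bead fluorescence of bound FAM aptamer so fluorescent compounds give negative values; no value below 0 was filed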
Target sequence (P25098 whole entry, looked up): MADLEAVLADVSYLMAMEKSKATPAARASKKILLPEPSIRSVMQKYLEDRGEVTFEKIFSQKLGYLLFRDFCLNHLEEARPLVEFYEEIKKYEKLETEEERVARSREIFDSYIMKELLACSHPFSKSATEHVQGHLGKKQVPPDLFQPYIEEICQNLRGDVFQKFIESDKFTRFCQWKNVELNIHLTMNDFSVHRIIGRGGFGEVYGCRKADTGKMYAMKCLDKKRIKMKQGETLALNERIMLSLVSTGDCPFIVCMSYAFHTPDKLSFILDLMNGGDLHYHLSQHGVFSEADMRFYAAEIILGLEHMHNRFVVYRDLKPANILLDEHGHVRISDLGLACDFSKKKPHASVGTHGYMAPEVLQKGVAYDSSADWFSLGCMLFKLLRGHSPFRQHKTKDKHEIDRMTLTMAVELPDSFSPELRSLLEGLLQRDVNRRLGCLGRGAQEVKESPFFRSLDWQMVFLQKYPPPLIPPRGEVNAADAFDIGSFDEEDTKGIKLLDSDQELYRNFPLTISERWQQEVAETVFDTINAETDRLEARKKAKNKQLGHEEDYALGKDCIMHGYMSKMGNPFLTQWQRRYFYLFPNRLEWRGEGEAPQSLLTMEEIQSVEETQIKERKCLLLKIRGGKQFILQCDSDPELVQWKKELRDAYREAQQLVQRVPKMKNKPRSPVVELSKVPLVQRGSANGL
An asterisk follows results filed as active; [ ] = dose if it differs, or a comment. Outcome played no part in choosing rows. Share with any hit: about 1.7%.

How did Cc1ccc(CS(=O)(=O)CCC(=O)NCC2CCCO2)cc1 (centres undefined) do in these assays?
VLA-4 inh: 6.8; LAP4 TOR yeast: 96.8; RPL19A-GFP yeast: 97.9; CIT2-GFP yeast: 97.2; AGP1-GFP MLPCN: 98.5; MEP2-GFP yeast: 99.4; GASC-1 inh: -13.4; GRK2 inh: 1.0

How did O=C(O)CCC(=O)N1CCc2cc(S(=O)(=O)N3CCCCC3)ccc21 do in these assays?
VLA-4 inh: 9.4; LAP4 TOR yeast: 109.6; RPL19A-GFP yeast: 112.6; CIT2-GFP yeast: 113.8; AGP1-GFP MLPCN: 111.4; MEP2-GFP yeast: 109.5; GASC-1 inh: 14.4; GRK2 inh: 1.0

What do the screens show for `O=C1c2ccccc2C(=O)N1CCCc1nc2ccccc2c(=O)n1-c1cccnc1`?
VLA-4 inh: 3.1; LAP4 TOR yeast: 96.3; RPL19A-GFP yeast: 103.7; CIT2-GFP yeast: 105.3; AGP1-GFP MLPCN: 106.4; MEP2-GFP yeast: 96.7; GASC-1 inh: -5.4; GRK2 inh: 0.0

What do the screens show for `COc1cc(C(=O)NCC(=O)N/N=C(/C)c2cccs2)cc(OC)c1OC`?
VLA-4 inh: 12.3; LAP4 TOR yeast: 98.2; RPL19A-GFP yeast: 100.1; CIT2-GFP yeast: 106.1; AGP1-GFP MLPCN: 99.2; MEP2-GFP yeast: 101.0; GASC-1 inh: 14.8; GRK2 inh: 0.0

How did Cc1cc(C)nc(Nc2cccc(C(F)(F)F)c2)n1 do in these assays?
VLA-4 inh: 3.5; LAP4 TOR yeast: 93.8; RPL19A-GFP yeast: 97.8; CIT2-GFP yeast: 104.8; AGP1-GFP MLPCN: 96.9; MEP2-GFP yeast: 105.7; GASC-1 inh: -2.3; GRK2 inh: 1.0

How did COc1ccc(S(=O)(=O)N2CCCC2c2cccs2)cc1 (centres undefined) do in these assays?
VLA-4 inh: -1.9; LAP4 TOR yeast: 102.4; RPL19A-GFP yeast: 94.8; CIT2-GFP yeast: 103.0; AGP1-GFP MLPCN: 97.3; MEP2-GFP yeast: 81.5; GASC-1 inh: -24.6; GRK2 inh: 4.0

What do the screens show for `N#Cc1cccc(C(c2nnnn2C2CCCC2)N2CCCCCC2)c1` (centres undefined)?
VLA-4 inh: -9.5; LAP4 TOR yeast: 92.5; RPL19A-GFP yeast: 94.0; CIT2-GFP yeast: 98.8; AGP1-GFP MLPCN: 93.1; MEP2-GFP yeast: 94.1; GASC-1 inh: 11.4; GRK2 inh: 0.0

What do the screens show for `CN(C)S(=O)(=O)c1cc(NC(=O)CN2CCNC(=O)C2)ccc1Cl`?
VLA-4 inh: 6.7; LAP4 TOR yeast: 71.5; RPL19A-GFP yeast: 94.6; CIT2-GFP yeast: 92.1; AGP1-GFP MLPCN: 83.0; MEP2-GFP yeast: 93.6; GASC-1 inh: 0.3; GRK2 inh: 5.0

Results for CC(C)(C)Cc1nnc(NC(=O)Cc2cccs2)s1 ?
VLA-4 inh: -2.7; LAP4 TOR yeast: 101.1; RPL19A-GFP yeast: 95.3; CIT2-GFP yeast: 98.3; AGP1-GFP MLPCN: 103.2; MEP2-GFP yeast: 100.4; GASC-1 inh: 5.9; GRK2 inh: 0.0

Results for Fc1ccc(-n2c(Cc3cccs3)n[nH]c2=S)cc1Cl ?
VLA-4 inh: -5.6; LAP4 TOR yeast: 104.9; RPL19A-GFP yeast: 98.7; CIT2-GFP yeast: 94.5; AGP1-GFP MLPCN: 100.1; MEP2-GFP yeast: 96.8; GASC-1 inh: -12.4; GRK2 inh: 0.0

How did Cc1cc(S(=O)(=O)NC(C)c2nnc3ccccn23)ccc1Br (centres undefined) do in these assays?
VLA-4 inh: 8.0; LAP4 TOR yeast: 112.2; RPL19A-GFP yeast: 104.0; CIT2-GFP yeast: 102.8; AGP1-GFP MLPCN: 106.7; MEP2-GFP yeast: 109.3; GASC-1 inh: 0.7; GRK2 inh: 1.0

What do the screens show for `Cn1cc(C(=O)Nc2ccc(Cl)cc2)c(C(F)(F)F)n1`?
VLA-4 inh: -0.4; LAP4 TOR yeast: 94.0; RPL19A-GFP yeast: 103.4; CIT2-GFP yeast: 94.6; AGP1-GFP MLPCN: 91.4; MEP2-GFP yeast: 96.7; GASC-1 inh: 7.2; GRK2 inh: 4.0

Results for CC1CCCN(Cc2nc3c(c(=O)n(C)c(=O)n3C)n2Cc2c(F)cccc2Cl)C1 (centres undefined) ?
VLA-4 inh: -5.1; LAP4 TOR yeast: 113.0; RPL19A-GFP yeast: 97.9; CIT2-GFP yeast: 97.2; AGP1-GFP MLPCN: 103.3; MEP2-GFP yeast: 98.1; GASC-1 inh: -13.9; GRK2 inh: 3.0

Results for CCC(Oc1ccccc1)C(=O)N1CCN(CC)CC1 (centres undefined) ?
VLA-4 inh: 1.6; RPL19A-GFP yeast: 94.0; CIT2-GFP yeast: 76.2; AGP1-GFP MLPCN: 81.5; MEP2-GFP yeast: 104.2; GASC-1 inh: -0.1; GRK2 inh: 2.0

How did COCc1ccc(-c2c(-c3ccsc3)sc3ccccc23)cc1 do in these assays?
VLA-4 inh: 7.0; LAP4 TOR yeast: 91.2; RPL19A-GFP yeast: 101.6; CIT2-GFP yeast: 94.6; AGP1-GFP MLPCN: 96.6; MEP2-GFP yeast: 97.9; GASC-1 inh: -2.9; GRK2 inh: 4.0

How did O=[N+]([O-])c1cccc(-n2nnnc2CNCc2ccccc2)c1 do in these assays?
VLA-4 inh: 1.9; LAP4 TOR yeast: 104.9; RPL19A-GFP yeast: 104.8; CIT2-GFP yeast: 102.7; AGP1-GFP MLPCN: 107.8; MEP2-GFP yeast: 104.8; GASC-1 inh: -6.2; GRK2 inh: 0.0

Results for CCNC(=S)Nc1ccc(C)c(S(=O)(=O)Nc2ccccc2OC)c1 ?
VLA-4 inh: -10.3; LAP4 TOR yeast: 73.5[may fluoresce red]; RPL19A-GFP yeast: inconclusive; CIT2-GFP yeast: 102.4[may fluoresce red]; AGP1-GFP MLPCN: inconclusive; MEP2-GFP yeast: inconclusive; GASC-1 inh: -11.6; GRK2 inh: 0.0

Results for CCN1CCN(C(=O)CN(c2ccc(F)cc2)S(=O)(=O)c2ccc(OC)c(OC)c2)CC1 ?
VLA-4 inh: 14.3; LAP4 TOR yeast: 88.1; RPL19A-GFP yeast: 103.9; CIT2-GFP yeast: 98.3; AGP1-GFP MLPCN: 93.0; MEP2-GFP yeast: 102.7; GASC-1 inh: -1.8; GRK2 inh: 0.0

How did Cc1cccc(NC(=O)CSc2nc3ccccc3nc2N2CCCC2)c1 do in these assays?
VLA-4 inh: 22.1; LAP4 TOR yeast: 114.1; RPL19A-GFP yeast: 98.4; CIT2-GFP yeast: 83.3; AGP1-GFP MLPCN: 95.3; MEP2-GFP yeast: 94.8; GASC-1 inh: -6.7; GRK2 inh: 1.0

How did Cc1ccc(CNC(=O)CCc2c(C)nc3c(c(C)nn3-c3ccc(C)cc3)c2C)cc1 do in these assays?
VLA-4 inh: 34.5; LAP4 TOR yeast: 100.3; RPL19A-GFP yeast: 99.2; CIT2-GFP yeast: 102.6; AGP1-GFP MLPCN: 103.7; MEP2-GFP yeast: 104.8; GASC-1 inh: 8.0; GRK2 inh: 0.0

Results for O=C(O)c1cn(-c2ccccc2)nc1C(=O)O ?
VLA-4 inh: 7.3; LAP4 TOR yeast: 89.2; RPL19A-GFP yeast: 100.6; CIT2-GFP yeast: 101.2; AGP1-GFP MLPCN: 104.2; MEP2-GFP yeast: 94.6; GASC-1 inh: 8.4; GRK2 inh: 0.0

What do the screens show for `COc1cc(NC(=O)CCCNC(=O)Cn2cnc3sc(C)c(C)c3c2=O)cc(OC)c1OC`?
VLA-4 inh: 27.6; LAP4 TOR yeast: 97.0; RPL19A-GFP yeast: 106.5; CIT2-GFP yeast: 102.5; AGP1-GFP MLPCN: 99.4; MEP2-GFP yeast: 110.6; GASC-1 inh: -2.1; GRK2 inh: 3.0

How did CC(C)(CN1CCc2ccccc2C1)NS(=O)(=O)c1ccccc1 do in these assays?
VLA-4 inh: -5.4; LAP4 TOR yeast: 103.6; RPL19A-GFP yeast: 98.3; CIT2-GFP yeast: 101.9; AGP1-GFP MLPCN: 102.2; MEP2-GFP yeast: 101.2; GASC-1 inh: -5.1; GRK2 inh: 4.0

How did Cc1ccc(-c2cc(C(=O)N/N=C/c3c[nH]c4ccccc34)n[nH]2)o1 do in these assays?
VLA-4 inh: -0.7; LAP4 TOR yeast: 89.4; RPL19A-GFP yeast: 98.8; CIT2-GFP yeast: 105.8; AGP1-GFP MLPCN: 102.1; MEP2-GFP yeast: 111.6; GASC-1 inh: 24.7; GRK2 inh: 0.0

How did Cc1noc(/C=C/N(C)C)c1S(=O)(=O)N1CCCC(C(=O)NCc2cccs2)C1 (centres undefined) do in these assays?
VLA-4 inh: -20.4; LAP4 TOR yeast: 99.6; RPL19A-GFP yeast: 99.1; CIT2-GFP yeast: 99.5; AGP1-GFP MLPCN: 102.1; MEP2-GFP yeast: 98.1; GASC-1 inh: 2.6; GRK2 inh: 0.0

Results for Cc1ccc(C(=O)Nc2nnc(COc3ccccc3)s2)cc1 ?
VLA-4 inh: 30.8; LAP4 TOR yeast: 101.4; RPL19A-GFP yeast: 101.9; CIT2-GFP yeast: 102.3; AGP1-GFP MLPCN: 101.3; MEP2-GFP yeast: 104.8; GASC-1 inh: -5.8; GRK2 inh: 0.0

How did COc1ccc(S(=O)(=O)N2CCOCC2)cc1NC(=O)Cc1ccc(Cl)c(Cl)c1 do in these assays?
VLA-4 inh: -10.3; LAP4 TOR yeast: 86.5; RPL19A-GFP yeast: 100.9; CIT2-GFP yeast: 92.2; AGP1-GFP MLPCN: 90.1; MEP2-GFP yeast: 91.9; GASC-1 inh: -11.5; GRK2 inh: 0.0

How did O=C(NCc1ccc(F)cc1)c1cc2c(cc1Cl)N1CCCCCC1=NS2(=O)=O do in these assays?
VLA-4 inh: 8.8; LAP4 TOR yeast: 94.0; RPL19A-GFP yeast: 95.1; CIT2-GFP yeast: 98.6; AGP1-GFP MLPCN: 95.7; MEP2-GFP yeast: 94.5; GASC-1 inh: -7.6; GRK2 inh: 2.0

Results for COc1ccc(NC(=O)CSCC(=O)Nc2ccc(S(=O)(=O)N3CCCC3)cc2)cc1 ?
VLA-4 inh: -3.0; LAP4 TOR yeast: 95.1[may fluoresce green]; RPL19A-GFP yeast: 101.8[may fluoresce green]; CIT2-GFP yeast: 109.0[may fluoresce green]; AGP1-GFP MLPCN: 100.3[may fluoresce green]; MEP2-GFP yeast: 101.7[may fluoresce green]; GASC-1 inh: 1.2; GRK2 inh: 4.0

What do the screens show for `Cc1nn(CCOc2cccc(Br)c2)c(C)c1[N+](=O)[O-]`?
VLA-4 inh: 11.5; LAP4 TOR yeast: 129.8; RPL19A-GFP yeast: 96.6; CIT2-GFP yeast: 66.9; AGP1-GFP MLPCN: 92.2; MEP2-GFP yeast: 94.2; GASC-1 inh: 0.5; GRK2 inh: 1.0
